High-throughput results: PubChem BioAssay, ICCB-Longwood Screening Facility, Harvard Medical School
PV pol inh – poliovirus RdRp elongation inhibitors, primary screen, biochemical, fluorescence polarization, total intensity; poliovirus polymerase elongation; active compounds read low; % elongation, % (compound at 16.7 µg/mL); actives 0.66% (n = 150,000); in the data active = % elongation below about 90%; also: some results filed as inactive read as strong as hits
Target sequence (P03300 1749-2209 limits assumed): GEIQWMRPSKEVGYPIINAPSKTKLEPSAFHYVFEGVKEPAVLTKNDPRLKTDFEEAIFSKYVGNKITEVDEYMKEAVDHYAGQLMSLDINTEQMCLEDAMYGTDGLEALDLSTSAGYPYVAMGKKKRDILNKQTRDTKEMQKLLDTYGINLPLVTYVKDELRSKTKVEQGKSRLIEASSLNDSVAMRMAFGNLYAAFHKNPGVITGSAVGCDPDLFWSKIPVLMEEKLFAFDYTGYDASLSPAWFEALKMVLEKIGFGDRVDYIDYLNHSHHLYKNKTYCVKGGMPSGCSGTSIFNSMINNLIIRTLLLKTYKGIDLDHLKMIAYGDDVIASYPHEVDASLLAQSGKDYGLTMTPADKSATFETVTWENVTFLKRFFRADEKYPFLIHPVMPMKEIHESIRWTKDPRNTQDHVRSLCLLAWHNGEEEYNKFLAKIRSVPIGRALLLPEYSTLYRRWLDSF
PV pol inh FP z-score – recorded beside PV pol inh, whose call it bears; z-score; measured here: FP z-score; hits read low
* marks the source's active call; other numbers are inactive results; & = joins results of further samples. Not all compounds are listed; count on the stated rates, not on these rows.

SMILES	PV pol inh	PV pol inh FP z-score
O=C(Nc1cccc(F)c1)c1ccc2c(c1)N(Cc1ccccc1)C(=O)c1ccccc1S2(=O)=O	104.0	0
c1coc(-c2nc(-c3ccco3)c(-c3ccco3)nc2-c2ccco2)c1	110.0	1
CN(Cc1ccccc1)C(=O)CSc1nnc(-c2ccccc2F)n1N	107.0	0.4
CCOc1ccc(CCNC(=O)Cn2ccc3cc(S(=O)(=O)N4CCCCC4)ccc32)cc1	112.0	0.7
CCSC1=N/C(=C\c2ccc(-c3cccc(Cl)c3)o2)C(=O)S1	109.0	2.1
NC(=O)C1CCN(c2nc(Nc3ccc(Cl)cc3)nc(Nc3ccc(Cl)cc3)n2)CC1	103.0	0.3
O=C1c2cccc3cccc(c23)N1CN1CCc2ccccc2C1	100.0	-0.4
NNC(=O)C1C(=O)NCC1c1ccccc1 (stereo unspecified)	101.0	-0.2
COc1ccc(Cl)cc1C(=O)Nc1ccc2nc(Nc3cccc(Cl)c3)cc(C)c2c1	105.0	-0.3
CCOC(=O)N1CCN(C(=O)CSc2nnc(COc3ccc(Cl)cc3)o2)CC1	101.0	0
Cc1nn(CCCC(=O)NCc2ccccc2Br)c(=O)c2c1sc1ccccc12	112.0	0.3
COCCn1c(O)c(C=NCCCCCc2nc(-c3ccc(C)cc3)no2)c(=O)[nH]c1=S	95.0	-1.1
Cc1cc(/C=C/C(=O)NCCc2ccccn2)c(C)n1Cc1ccco1	101.0	-0.2
Cc1ccc(NC(=O)CCc2c(C)nc3cc(-c4ccccc4)nn3c2C)cc1F	109.0	1.3
CCOc1ccc(NC(=O)c2ccc(-c3ccccc3)s2)cc1	103.0	-0.6
Cc1cccc(N2CCN(C(=O)c3cc4c(=O)oc5ccccc5c4s3)CC2C)c1 (stereo unspecified)	106.0	0.3
Cc1ccc(C(=O)O)cc1NC(=O)CN1CC(=O)Oc2ccccc21	102.0	0.5
CC(C)c1ccc(NS(=O)(=O)c2cc(Br)cc3c2N(C(=O)C2CC2)CC3)cc1	106.0	0.4
CCOc1ccc(C(=O)Nc2cc(C)ccn2)cc1	100.0	-0.4
CC1CC(C)CN(c2cnn(C34CC5CC(CC(C5)C3C(=O)O)C4)c(=O)c2Cl)C1 (stereo unspecified)	101.0	-0.4
CCOC(=O)N1CCC(NC(=O)c2cc3c(-c4ccc(Cl)cc4)nn(C)c3s2)CC1	99.0	-1.3
CCOC(=O)C1=CC(=C2C(=O)N(CC)C(=S)N(CC)C2=O)c2ccccc2O1	110.0	2.2
COC(=O)c1ccccc1NC(=O)C1CCCC1	104.0	1.2
Cc1nn(-c2ccc(Cl)cc2)c2sc(C(=O)N(C)C3CCCCC3)cc12	106.0	0.4
CCCCN(CC)C(=O)Cn1c(=O)n(-c2ccc(OCC)cc2)c(=O)c2c3c(sc21)CCCC3	106.0	0.1
O=C(O)c1cnn(-c2ccccc2)c1-n1cccc1CNCc1ccccc1	97.0	-1.6
CCc1ccc(-n2c(=O)c3cccnc3n2CC(=O)Nc2cc(F)ccc2F)cc1	115.0	0.6
CN(C)CCCSC(=N)N	103.0	1.8
CC1CCCCC1NC(=O)CSc1nnc(CN2CCCC2=O)o1 (stereo unspecified)	103.0	0
N#CCc1nc2ccccc2n1C(=O)CCN1C(=O)c2ccccc2C1=O	108.0	0.2
CCOC(=O)c1ccc(CN(Cc2ccccc2C)S(=O)(=O)c2ccc(F)c(C)c2)cc1	105.0	-0.6
CC1(C)CC(=O)C2=C(C1)OC1=C(C(=O)CC(C)(C)C1)C2c1cccc(O)c1	101.0	-0.3
O=C(CCCn1c(=O)c2cccn2c2ccccc21)NCCc1ccccc1	101.0	-0.2
COc1ccc(CNC(=O)CCc2c(C)nc3nc(CNC(=O)OC(C)(C)C)nn3c2C)cc1	107.0	0.2
CCOc1ccc(-n2c(=O)c3c4c(sc3n(CC(=O)NCC3CCCO3)c2=O)CCCC4)cc1 (stereo unspecified)	102.0	0.1
COc1ccccc1CNC(=O)c1cc2cccc3c2n1CC(C)S3 (stereo unspecified)	100.0	-1.3
Cc1ccc(N2CC(NC(=O)c3cccc(Cl)c3)CC2=O)cc1C (stereo unspecified)	110.0	0.7
Cn1c(C(=O)N2CCCCCC2)cc2c(=O)[nH]c3ccccc3c21	103.0	0.4
CN(C(=O)C1CCCN1S(=O)(=O)c1ccc(Cl)cc1)c1ccccc1 (stereo unspecified)	102.0	0.1
CCCCCCCC/C=C\CCCCCCCC(=O)OCC(CO)OC(=O)CCCCCCC/C=C\CCCCCCCC (stereo unspecified)	101.0&102.0	-0.1&0.6
COCCn1c(=O)/c(=C\c2ccccc2OC(F)F)s/c1=C(/C#N)C(=O)N1CCOCC1	101.0	-0.1
COc1ccc(NC(=O)Cn2nnc(C(=O)NCc3ccccc3Cl)c2N)cc1Cl	102.0	-0.1
O=C(NCCCN1CCCC1=O)c1cccs1	101.0	0.2
Cc1ccc(C(=O)Nc2ccc(NC(=O)c3cccs3)cc2)cc1C	104.0	-0.1
COCOC(=O)C1(c2ccc(Cl)cc2)CCCC1	100.0	-0.3
CC1Cc2ccccc2N1C(=O)c1ccc(Cl)cc1 (stereo unspecified)	103.0	0.7
CCOC(=O)C(C)Oc1cc(O)c2c(=O)cc(-c3ccccc3)oc2c1 (stereo unspecified)	108.0	0.7
CCCCN(CC)Cc1c(C)[nH]c2ccc(Cl)cc2c1=O	103.0	0.2
CN(CCOc1ccc(Cl)cc1)Cc1cc2c(cc1O)OCO2	103.0	0.4
O=C(Nc1ccc2c(c1)OCCO2)c1ccccc1NCC(=O)N1CCc2ccccc21	99.0	-0.6
O=C(CSc1nc2c([nH]c3ccccc32)c(=O)n1-c1ccccc1)N1CCc2ccccc21	98.0	-2.2
N=C(N)N1CCN(Cc2ccc3c(c2)OCO3)CC1	100.0	-0.7
O=C(Oc1ccccc1)Oc1ccc2c(c1)oc(=O)c1ccccc12	103.0	0
O=C1CC(C(F)(F)F)=NN1c1ccccc1	106.0	0
COC(=O)c1cc2sc(C)cc2n1CC(=O)Nc1ccc(C)c(C)c1	102.0	-1.3
CC1=CC2=NC(C(F)(F)F)(C(F)(F)F)NC(=O)N2C=C1	104.0	0.4
Nc1cc(=O)[nH]c(SCC(=O)N(C2CCCCC2)C2CCCCC2)n1	103.0	0.2
CCCC(=O)Nc1cc2nn(-c3ccccc3)nc2cc1C	107.0	0.3
O=C(NCCc1ccccc1)c1ccc2nc(N3CCCCC3)sc2c1	108.0	0.3
COc1ccccc1-c1c(C)nn2c(NCCCN3CCCC3=O)cc(C)nc12	104.0	0.9
The list continues:
SMILES	PV pol inh	PV pol inh FP z-score
CCOC(=O)c1c(C)oc(-c2ccc(Cl)cc2)c1S(=O)(=O)NCc1ccccc1	107.0	0.8
Cc1ccc(Cl)cc1NC(=O)Cn1c(SCC(=O)NCc2ccccc2)nc2ccccc21	106.0	0
Cc1ccccc1CCNC(=O)c1ccc(Cn2c(=O)c3cccn3c3cccnc32)cc1	112.0	1.1
COc1ccc(N(CC(=O)Nc2ccc(Cl)cc2C)S(=O)(=O)c2ccccc2)c(OC)c1	105.0	0.2
O=C1CN(C(=O)C23CC4CC(CC(C4)C2)C3)CC(=O)N1CCc1ccccc1	101.0	-0.2
O=C(O)c1cc(NN=C2CCCC2)ccc1Cl	96.0	-0.4
Cc1c(-c2nc(-c3ccccc3)no2)nnn1-c1cccc(C(F)(F)F)c1	105.0	-0.1
CCOC(=O)CSc1nnnn1-c1ccccc1	102.0	0.3
O=C(NC1(C(F)(F)F)NC(=O)N(CCc2ccccc2)C1=O)c1ccccc1F (stereo unspecified)	108.0	0.4
O=C(Nc1ccccc1)N1CCN(c2ccc(C(F)(F)F)cn2)CC1	102.0	-0.7
Cc1ccc(NC(=O)[C@H](Cc2ccccc2)N2Cc3ccccc3C2=O)cc1	107.0	0.5
COc1ccc(-c2cn3nc(N4CCCC(C(=O)Nc5ccc(Cl)cc5C)C4)sc3n2)cc1 (stereo unspecified)	111.0	0.7
O=C(N/C(=C\c1ccc2c(c1)OCO2)C(=O)N1CC2CC(C1)c1cccc(=O)n1C2)c1ccccc1F (stereo unspecified)	102.0	0.7
COc1ccc(OCc2cc(=O)[nH]c3ccccc23)cc1	101.0	-0.1
CCOC(=O)C1=C(C)NC(=S)NC1c1c(F)cccc1Cl (stereo unspecified)	102.0	1.3
O=C(N/N=C/c1c(O)ccc2ccccc12)C1CC12CCC2 (stereo unspecified)	100.0	-0.1
O=C(NCc1ccccc1)NC(=O)c1ccccc1I	100.0	0.1
CCCn1c2ccccc2c2nnc(SCCCC(=O)c3ccc4c(c3)OCCO4)nc21	104.0	0.4
CC(C)Oc1ccc(CNC(=O)CCCn2c(=O)c3cccn3c3ccccc32)cc1	99.0	-1.4
Cc1ccc(-c2onc(C)c2C)cc1S(=O)(=O)NCCC1=CCCCC1	99.0	-1.4
CCOc1ccc(N2C(=O)CC(NC3CCN(c4ncccn4)CC3)C2=O)cc1 (stereo unspecified)	101.0	-0.5
CC(C)NS(=O)(=O)c1ccc(OCC(N)=O)cc1	99.0	-0.2
O=C1CCCN1c1ccc(S(=O)(=O)N2CCCCC2)cc1	103.0	0.2
Cc1ccc(C)c(-n2nnc(-c3nc(-c4ccccc4C)no3)c2C)c1	111.0	0.3
Cc1cc(/C=N/n2c(SCC(=O)O)nnc2-c2ccoc2C)cc(C)c1O	103.0	0.1
CC(NC(=O)CCc1nc2ccccc2[nH]1)c1ccccc1 (stereo unspecified)	105.0	1.1
CCOc1ccc(CCNC(=O)Cn2c(C)c3cnn(-c4ccccc4)c(=O)c3c2C)cc1	108.0	0.4
CCOc1ccc(NC(=O)CN2CCN(c3ccc(Cl)cc3)CC2)cc1	105.0	0
Cn1cnc(S(=O)(=O)NCc2ccc3c(c2)OCO3)c1	104.0	0.9
O=C(/C=C/c1ccc(S(=O)(=O)N2CCOCC2)cc1)N(CCO)Cc1ccccc1	97.0	-0.4
CS(=O)(=O)c1cccc(C(=O)Nc2nccs2)c1	101.0	-0.7
Cc1ccn2cc(CNC(=O)c3cccc(C(F)(F)F)c3)nc2c1	111.0	0.2
CCCCS(=O)(=O)Nc1ccc2c(c1)ncn2C1CCCCC1	102.0	0.4
O=C(NC(=S)Nn1cnnc1)c1ccc(F)cc1Cl	109.0	0.3
CSc1ncnc2nc[nH]c12	99.0	-0.8
Cn1ncc2c(NCc3ccc(Cl)cc3)ncnc21	110.0	0.5
CN(CCC#N)C(=O)Cn1nc(Cc2cccnc2)c2ccccc2c1=O	100.0	-0.6
CCc1n[nH]c(=S)n1/N=C1\C(=O)N(CC(C)C)c2ccccc21	99.0	-0.5
CCOC(=O)C1=CC2c3ccc(Br)cc3C=CC2OC1=O (stereo unspecified)	102.0	0
CC(C)N=C(NC#N)NC(C)C	104.0	0.8
CCN(CC)CCSc1nc2ccccc2c(=O)n1-c1ccc(Cl)cc1	104.0	-0.1
O=C(Cn1cnc(S(=O)(=O)N2CCCC2)c1)Nc1cccc(F)c1	106.0	0
CC(C)C(=O)Oc1ccc2c3c(c(=O)oc2c1)CCC3	104.0	0.7
O=C(NC(=S)Nc1ccccc1Cl)c1cnn2c(C(F)(F)F)cc(C(F)(F)F)nc12	103.0	-0.4
Cc1ccc(S(=O)(=O)N2CCC(C)CC2)cc1	101.0	-0.3
Cc1ccc(NC(=O)N2CCC(N(C)C(C)C)CC2)cc1C	100.0	-0.6
O=C(/C=C/c1ccccc1)Oc1nc2ccccc2s1	85.0*	-2.1*
COc1ccc(Cl)cc1N1C(=O)CC(NC(C)(C)C)C1=O (stereo unspecified)	104.0	1.1
Cn1cc(S(=O)(=O)N2CCc3ccccc32)cc1C(=O)N1CCOCC1	100.0	-0.8
CCC(C)NC(=O)Cn1c(=O)n(CCCCCC(=O)NCc2ccccc2Cl)c(=O)c2sccc21 (stereo unspecified)	108.0	0.5
Cc1nc2ccc(S(=O)(=O)NC(CC(C)C)C(=O)NCc3cccs3)cc2s1 (stereo unspecified)	100.0	-0.5
CCCCCCSc1nc(N)c2c3c(sc2n1)CCCC3C (stereo unspecified)	109.0	1.3
CC(=O)c1ccc(NC(=O)CCSc2nc(-c3ccco3)cc(C(F)(F)F)n2)cc1	104.0	0
CCC(=O)Nc1cc2nn(-c3ccc(Cl)cc3)nc2cc1C	104.0	0.5
O=C1CCCN1C(=O)CSc1nnc(-c2ccccc2)c(-c2ccccc2)n1	104.0	0.4
CSc1sc(C#N)c(C)c1-c1ccn(C(=O)c2ccc(Cl)cc2)n1	107.0	0.5
O=C(O)CCN1C(=O)SC(Nc2ccc(Cl)cc2)C1=O (stereo unspecified)	104.0	0.4
COc1ccc(NC(=O)c2cnc3cc(C)ccn3c2=O)c(OC)c1	111.0	2
COCCCNC(=O)c1ccc(Cn2c(=O)c3ccccc3n(Cc3ccc(Cl)cc3)c2=O)cc1	103.0	-0.8
Cc1nn(C)c2[nH]c3c(c(=O)c12)CSC3	101.0	-0.2
CCOC(=O)CCc1c(C)nc2cc(-c3cc(OC)cc(OC)c3)[nH]n2c1=O	107.0	-0.2
